CSN deneddyl inh: inhibitors of CSN-mediated cullin deneddylation, primary screen, biochemical, fluorescence polarization, uHTS. COP9 signalosome complex subunit 5 (Homo sapiens), Q92905. Purified CSN, SCF-Nedd8-OG deneddylation. inhibition, % at 12.5 µM. 360,000 tested, 0.38% active. AID 651999, 2013;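 active means pattern-corrected inhibition above about 35%, with an unprinted fluorescence ratio check between 0.5 and 1.5, limit read from the data, passing the limit was not always enough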;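 further: 0% = enzyme with substrate and 100% = substrate without enzyme; some results filed as inactive read as strong as hits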
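Test system: purified human Csn5 enzyme expressed in HEK293T cells. Amount: 0.24 nM enzyme. Reagent: SCFSkp2-Nedd8OG substrate at 10 nM final. Schedule: 90 min incubation of compound, enzyme and substrate at room temperature. Detection: fluorescence polarization. Read-out: % inhibition of substrate cleavage by Csn5.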
Rin1-Abl PPI inh: inhibitors of Rin1-Abl protein binding, primary screen, biochemical, TR-FRET; Tyrosine-protein kinase ABL1 (Homo sapiens) + Ras and Rab interactor 1 (Homo sapiens), …; inhibition, % at 7.35 µM; 360,000 tested, 0.4% active; in the data active means inhibition above about 5%, passing the limit was not always enough
DNMT1 block: human DNMT1 methyltransferase inhibitors, primary screen, biochemical, molecular beacon, fluorescence, HinP1I cleavage, uHTS; 360,000 tested, 0.83% active; inhibition (reported as % activation of signal), % at 10 µM; AID 588458, 2011; in the data active means inhibition above about 50%
SUMO1 PPI mod: modulators of SUMO1 protein-protein interactions, primary screen, biochemical, uHTS; Small ubiquitin-related modifier 1 (Homo sapiens), P63165; SUMO1 binding to a labelled peptide, TR-FRET, 1 h; inhibition, % at 20 µM; 360,000 tested, 0.33% active; in the data active means inhibition above about 37%
Target sequence (P63165 whole entry, looked up): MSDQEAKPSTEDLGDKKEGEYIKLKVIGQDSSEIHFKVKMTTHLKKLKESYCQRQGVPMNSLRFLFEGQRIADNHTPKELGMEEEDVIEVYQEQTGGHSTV
STEP inh: STEP phosphatase inhibitors, primary screen, biochemical, fluorescence intensity, uHTS. Tyrosine-protein phosphatase non-receptor type 5 (Homo sapiens), P54829. recombinant STEP, OMFP fluorogenic substrate. inhibition, % at 20 µM. 360,000 tested, 0.25% active. AID 588621, 2011;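 active means inhibition at 20 µM, scaled per plate between control wells, above about 37%, limit read from the data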;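 further: 0% = DMSO with enzyme and substrate and 100% = substrate only without enzyme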
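Material: STEP (striatal-enriched tyrosine phosphatase) enzyme, cell-free; Compound dosing: 20 µM single dose in 1% DMSO; Technique: fluorescence read at 480 nm ex / 540 nm em; Times: reaction 20 min, ambient temperature; Medium: 50 mM Bis-Tris pH 6.0 with 2.5 mM DTT and 0.005% Tween 20; Also added: OMFP at 25 µM.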
Scp-1 inhibitor: Scp-1 phosphatase inhibitors, primary screen, biochemical, colorimetric, uHTS. Carboxy-terminal domain RNA polymerase II polypeptide A small phosphatase 1 (Homo …. Recombinant Scp1, phosphopeptide, malachite green phosphate absorbance. inhibition, % at 20 µM. 340,000 tested, 0.88% active. AID 493091, 2011;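 active means inhibition above about 50% at 20 µM, limit read from the data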;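 further: plate controls were DMSO wells with enzyme for no effect and wells lacking enzyme for full effect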
Target sequence (Q9GZU7 76-261 limits assumed): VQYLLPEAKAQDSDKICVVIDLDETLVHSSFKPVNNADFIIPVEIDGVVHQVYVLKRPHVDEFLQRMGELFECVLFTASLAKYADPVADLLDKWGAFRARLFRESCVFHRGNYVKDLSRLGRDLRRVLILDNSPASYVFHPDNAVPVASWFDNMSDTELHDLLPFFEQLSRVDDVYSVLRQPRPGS
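Times: enzyme reaction 45 min at room temperature, colour 5 min, stabilisation 30 min. Material: SCP-1 catalytic fragment, aa 76-261. Medium: Acidic Tris acetate buffer with magnesium and detergent. Signal: colorimetric free-phosphate detection, absorbance 630 nm. Read-out basis: % inhibition of SCP-1 phosphate liberation. Reagent: Phosphorylated 17-residue peptide substrate.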
Rpn11 block: Rpn11 (PSMD14) deubiquitinase inhibitors, primary screen, biochemical, fluorescence polarization, uHTS; 26S proteasome non-ATPase regulatory subunit 14 (Homo sapiens), O00487; AID 588493, 2011; human 26S proteasome, Ub4-pepOG fluorescence polarization; 20S core pre-blocked with epoxomicin; calls only at 20 µM; 360,000 tested, 0.59% active;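 active means inhibition at 20 µM, scaled to each plate's controls, above about 33%, limit read from the data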
Target sequence (O00487 whole entry, looked up): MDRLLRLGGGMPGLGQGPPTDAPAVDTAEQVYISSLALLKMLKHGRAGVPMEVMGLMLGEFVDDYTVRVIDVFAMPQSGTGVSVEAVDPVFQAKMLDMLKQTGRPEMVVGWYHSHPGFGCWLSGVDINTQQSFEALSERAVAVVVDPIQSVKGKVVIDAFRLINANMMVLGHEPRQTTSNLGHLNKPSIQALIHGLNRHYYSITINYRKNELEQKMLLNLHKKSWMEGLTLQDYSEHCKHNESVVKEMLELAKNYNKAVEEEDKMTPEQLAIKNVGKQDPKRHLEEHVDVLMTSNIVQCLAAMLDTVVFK
Neddylation inh: inhibitors of cullin neddylation, primary screen, biochemical, TR-FRET, uHTS, NAE and Ubc12; NEDD8-conjugating enzyme Ubc12 (Homo sapiens) + NEDD8-activating enzyme E1 regulatory …; calls only at 25 µM; 360,000 tested, 0.58% active; AID 651699, 2012; in the data active means inhibition above about 36%
NadD block: inhibitors of S. aureus NadD, primary screen, biochemical, colorimetric, uHTS | inhibition, % at 20 µM | AID 602399, 2012 | 360,000 tested, 0.78% active | purified NadD enzyme, colorimetric absorbance read-out; in the data active means inhibition above about 26%; further: some compounds past the cut are filed as inactive
LMPTP block: LMPTP phosphatase inhibitors, primary screen, biochemical, fluorescence intensity, uHTS | 360,000 tested, 0.22% active | AID 651560, 2012 | recombinant LMPTP-A, OMFP fluorogenic substrate | inhibition, % at 20 µM | Low molecular weight phosphotyrosine protein phosphatase (Homo sapiens), P24666;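 active means compounds that cut the enzyme signal by at least half of the control window in the single-dose screen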;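 further: plate controls were DMSO wells with enzyme plus substrate for no effect and substrate without enzyme for full effect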
Target sequence (P24666 whole entry, looked up): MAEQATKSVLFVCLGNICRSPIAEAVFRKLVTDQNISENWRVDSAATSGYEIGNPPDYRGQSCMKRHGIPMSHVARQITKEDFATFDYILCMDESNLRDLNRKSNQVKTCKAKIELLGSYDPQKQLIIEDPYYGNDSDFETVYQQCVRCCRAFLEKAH
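Buffer or medium: Bis-Tris pH 6.0, DTT, detergent; Assay system: LMPTP-A enzyme; Quantity: 0.625 nM enzyme; Detection: endpoint fluorescence intensity; Times: 50 min dark incubation at room temperature; Controls: substrate-only low control, DMSO enzyme-plus-substrate high control; Doses: single 20 µM dose; Read-out: percent inhibition versus substrate-only and uninhibited controls; Reagent: 400 µM OMFP.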
Active calls of the source: *; i = inactive; . = no result given.

nr	CSN deneddyl inh	Rin1-Abl PPI inh	DNMT1 block	SUMO1 PPI mod	STEP inh	Scp-1 inhibitor	Rpn11 block	Neddylation inh	NadD block	LMPTP block	Structure
1	0	-2	4	-3	3	-11	i	i	0	-0.7	COCC1CCCCN1C(=O)c1ccc(OC)c(OC2CCN(C(C)C)CC2)c1 (stereo not drawn)
2	-1	-2	1	-5	2	-9	i	i	1	-1.4	CCOC(=O)c1cc(C)sc1/N=C/C1C(=O)CCCC1=O
3	3	-6	-3	-5	5	4	i	i	7	3.2	Cc1ccc(/C=N/N2CCN(c3ccncc3S(=O)(=O)N3CCCCC3)CC2)cc1
4	-2	1	-5	1	2	-1	i	i	-1	-1.0	CC(=O)c1cccc(NC(=O)CN2C(=O)NC3(CCCCCCC3)C2=O)c1
5	5	3	-4	-2	1	-7	i	i	-4	-0.2	COCCOc1ccc(C(F)(F)F)cc1NC(=O)COC(=O)c1cc[n+]([O-])cc1
6	-5	3	1	-2	-1	3	i	i	-7	1.0	COc1cccc(NC(=O)CN(C)C(=O)c2ccc(Cl)c(S(=O)(=O)N3CCCCCC3)c2)c1
7	4	-1	10	-1	2	-8	i	i	-2	5.6	Cc1ccc(-c2cc([C@H]3[C@H]4C=CC[C@@H](C)[C@@H]4C(=O)N3Cc3ccccc3)ccc2F)cc1
8	4	4	-6	-21	1	6	i	i	-6	0.9	O=[N+]([O-])c1ccc(-c2csc(NN=C3CCCC3)n2)cc1
9	-3	-1	0	-1	0	-4	i	i	-5	-0.8	O=S(=O)(c1ccc(Cl)s1)N1CCC2(CC1)OCCO2
10	-1	0	-5	0	1	-2	i	i	-1	0.8	CC(C)(C)[C@H]1C=C(C(=O)NCc2nc3ccccc3[nH]2)O[C@@H](OCc2ccc(CO)cc2)C1
11	7	-1	-9	0	-1	-9	i	i	-1	5.5	Cc1ccc(-n2nc(-c3ccc(OC(F)(F)F)cc3)cc2N)cc1C
12	1	0	2	-3	2	-1	i	i	-1	-1.4	Cn1ncc(Cl)c1C(=O)Nc1ccc(Cl)cn1
13	0	4	-2	6	4	-4	i	i	4	-0.4	c1ccc2c(c1)c1ccccc1n2CN1CCOCC1
14	3	-4	4	-31	2	-5	i	i	7	2.4	Cn1c(C(=O)NC2CCCCC2)cc2c(=O)n(C)c3ccccc3c21
15	3	3	-1	-7	-5	-6	i	i	-3	0.1	COc1ccc(CNC(=O)CN2C(=O)COc3ccc(S(=O)(=O)NC4CCCC4)cc32)cc1
16	1	1	0	2	0	-5	i	i	-3	-1.3	COC(=O)c1sccc1NC(=O)Nc1ccc(F)cc1F
17	-5	-5	3	-14	-1	-5	i	i	-1	-1.0	Cc1cccc(NC(=O)NNC(=O)COc2ccc([N+](=O)[O-])cc2)c1C
18	2	4	0	3	-4	-6	i	i	-3	-1.6	Cc1ccnc(NC(=O)CCNC(=O)c2ccccc2Cl)c1
19	3	0	-1	1	2	-7	i	i	-4	-1.3	Cc1cc(C)nc(Sc2ccc(/C=C(\C#N)C(N)=O)o2)n1
20	6	0	-1	3	-2	-7	i	i	-3	-1.2	O=c1sc2ccccc2n1Cc1ccccc1
21	8	2	-2	1	0	-1	i	i	-4	-0.9	COc1ccc(CN2C(CC(=O)Nc3cccnc3)c3ccc(C(F)(F)F)cc3S2(=O)=O)cc1 (stereo not drawn)
22	4	0	1	-6	-1	6	i	i	-3	-1.4	CC(=O)c1ccc(NC(=O)COC(=O)C2C3CC4OC(=O)C2C4C3)cc1 (stereo not drawn)
23	9	0	-2	-5	-2	-8	i	i	-9	2.7	CCN(CC)S(=O)(=O)c1ccc(/C=C/C(=O)OCC(=O)NCc2ccc3c(c2)OCO3)cc1
24	-1	-4	1	0	2	-4	i	i	-1	-0.5	O=C(O)CC(C(=O)Nc1cccc(C(F)(F)F)c1)C1CCCO1 (stereo not drawn)
25	3	-2	2	0	-1	-8	i	i	0	-0.6	Cc1c(C(=O)N2CCOCC2)sc(NC(=O)CCl)c1C#N
26	3	1	-7	-1	-3	-2	i	i	-1	0.7	COc1ccc(/C=N/NC(=O)c2cc(-c3cccn3C)n[nH]2)cc1OC
27	0	-1	4	4	-2	-4	i	i	-1	-0.5	CN1CCN(C(=O)c2ccc(Cl)c(S(=O)(=O)N3CCCCC3)c2)CC1
28	-1	-1	27	6	-1	4	i	i	1	-1.7	Cc1cn(CC(=O)N[C@H](CO)Cc2c[nH]c3ccccc23)c(=O)[nH]c1=O
29	9	-1	-5	-16	-2	-6	i	i	-2	1.5	NC(=O)CC(NC(=O)Cc1cccc2ccccc12)c1ccc(N2CCC(Br)CC2)c([N+](=O)[O-])c1 (stereo not drawn)
30	-2	-1	1	-26	0	-3	i	i	-7	-0.8	COc1ccc([N+](=O)[O-])cc1NC(=O)CCC(=O)c1cccs1
31	-5	-1	-1	-1	-2	-5	i	i	2	-0.5	COc1cccc(OC)c1CNC(=O)C1CCC(=O)N(CC2CCCCC2)C1 (stereo not drawn)
32	12	-4	3	-3	-5	-1	i	i	-3	-1.6	Cc1cccc(NC(=O)CCCN2C(=S)NC(C)(C)CC2C)c1C (stereo not drawn)
33	8	-8	-16	-16	0	-10	i	i	5	-0.2	CC(=NNC(=S)N1CCN(c2ccccn2)CC1)c1nccs1
34	2	1	3	2	-4	-1	i	i	-1	-1.0	CCOC(=O)C(C)CC(C)C(=O)N1CCOCCOCCN(C(=O)C(C)CC(C)C(=O)OCC)CCOCC1 (stereo not drawn)
35	-8	3	-2	2	-3	-11	i	i	-7	0.3	O=C(CN1C(=O)NC2(CCc3ccccc32)C1=O)c1ccc(Cl)cc1 (stereo not drawn)
36	2	-6	2	-6	1	.	i	.	-8	-1.1	CS(=O)(=O)Nc1ccccc1-c1cccc2nccn12
37	3	2	9	1	0	5	i	i	3	2.0	O=C(Oc1ccc(-c2nccc(-c3ccccn3)n2)cc1)c1cccc(C(F)(F)F)c1
38	2	3	0	4	-4	-13	i	i	-2	-1.5	CC1=CC(=O)C(C(C)C)=CC1=NC(=O)c1ccc(C)cc1
39	-5	-2	-1	-14	2	-7	i	.	-5	-0.8	CCN1C(=O)c2cccc3c(S(=O)(=O)N4CCCC4C(=O)O)ccc1c23 (stereo not drawn)
40	0	3	-1	3	-3	-4	i	i	-7	-0.7	CN1CCN(C(=O)C2=C[C@@H](C3CCCCC3)C[C@@H](OCc3ccc(CO)cc3)O2)CC1

An excerpt from above in order of molecular weight, lowest first.
nr	CSN deneddyl inh	Rin1-Abl PPI inh	DNMT1 block	SUMO1 PPI mod	STEP inh	Scp-1 inhibitor	Rpn11 block	Neddylation inh	NadD block	LMPTP block	Structure
25	3	-2	2	0	-1	-8	i	i	0	-0.6	Cc1c(C(=O)N2CCOCC2)sc(NC(=O)CCl)c1C#N
26	3	1	-7	-1	-3	-2	i	i	-1	0.7	COc1ccc(/C=N/NC(=O)c2cc(-c3cccn3C)n[nH]2)cc1OC
37	3	2	9	1	0	5	i	i	3	2.0	O=C(Oc1ccc(-c2nccc(-c3ccccn3)n2)cc1)c1cccc(C(F)(F)F)c1
23	9	0	-2	-5	-2	-8	i	i	-9	2.7	CCN(CC)S(=O)(=O)c1ccc(/C=C/C(=O)OCC(=O)NCc2ccc3c(c2)OCO3)cc1

Carrying on:
nr	CSN deneddyl inh	Rin1-Abl PPI inh	DNMT1 block	SUMO1 PPI mod	STEP inh	Scp-1 inhibitor	Rpn11 block	Neddylation inh	NadD block	LMPTP block	Structure
41	9	1	-3	0	-3	-4	i	i	0	-0.6	Cn1c(Cc2ccccc2)nnc1SCC(=O)Nc1ccc2c(c1)OCO2
42	3	-2	0	3	2	-2	i	i	-4	0.2	Nc1c(Cl)c(Cl)nc(C(=O)OCC(=O)NC2CCCCC2)c1Cl
43	0	-1	0	3	-4	-10	i	i	-7	0.4	COc1ccc(CCNC(=S)c2ccccc2)cc1OC
44	1	0	5	-2	0	0	i	i	2	-0.8	CC(O)[C@H]1CNC(=O)C(=O)N1CCc1cccc(F)c1 (stereo partly drawn)
45	7	-1	-1	4	-1	3	i	i	-1	-0.2	FC(F)(F)c1nnc2ccc(NCn3nnc4ccccc43)nn12
46	-1	4	-1	17	0	-1	i	i	-6	-0.9	c1ccc(CSc2ncn[nH]2)nc1
47	-1	2	1	2	2	-3	i	i	-6	-0.1	C[C@@]12CCC3[C@@](CCC4[C@@]3(C)CCC[C@@]4(C)C(=O)NCc3ccccc3)(CC1=O)C2 (stereo partly drawn)
48	4	2	-5	0	-1	3	i	i	-1	0.8	Cc1cc(C)c(C)c(S(=O)(=O)N2CCN(CC(=O)Nc3sccc3C#N)CC2)c1C
49	-3	3	-3	12	0	.	i	i	1	-0.4	O=C(Nc1ccc(Cl)cc1)c1ccc2sc([C@@H]3O[C@H](CO)[C@H](O)[C@H](O)[C@H]3O)nc2c1
50	0	-2	17	3	0	22	i	i	1	1.6	CCCCC#Cc1ccccc1CC(=O)Nc1ccccc1
51	-6	-3	-2	-7	-1	-2	i	i	-4	0.0	COc1ccccc1NCC(=O)N/N=C(\C)c1cccs1
52	-6	-1	5	-5	-3	-6	i	i	-1	0.9	CC(C)N(C(=NCc1ccccc1)NC(=O)c1ccccc1)C(C)C
